Rac1 wt GTP bind – wildtype Rac1 GTP binding modulators, primary screen, biochemical, GST-Rac1 beads, flow cytometry, multiplex. Ras-related C3 botulinum toxin substrate 1 (Homo sapiens), P63000. fluorescent GTP binding; actives lie on both sides; 0 = cold GTP competed, 100 = untreated. GTP binding activity (% of control), % at 10 µM. hit rate 0.27% among 190,000. AID 757, 2007;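 active = GTP binding activity at least 20 points away from the 100% control level, either lower or higher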
Bcl-2 Bim block – inhibitors of Bim-Bcl-2 binding, primary screen, biochemical, multiplexed, human Bcl-2 family; Bead-based flow cytometry, Bim peptide-Bcl-2 binding; hit rate 0.06% among 190,000; Apoptosis regulator Bcl-2 (Homo sapiens), P10415; inhibition, % at 10 µM; in the data active = inhibition above about 40%;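 also: 0% = no compound wells with probe peptide and 100% = reference peptide inhibitor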
Target sequence (P10415 whole entry, looked up): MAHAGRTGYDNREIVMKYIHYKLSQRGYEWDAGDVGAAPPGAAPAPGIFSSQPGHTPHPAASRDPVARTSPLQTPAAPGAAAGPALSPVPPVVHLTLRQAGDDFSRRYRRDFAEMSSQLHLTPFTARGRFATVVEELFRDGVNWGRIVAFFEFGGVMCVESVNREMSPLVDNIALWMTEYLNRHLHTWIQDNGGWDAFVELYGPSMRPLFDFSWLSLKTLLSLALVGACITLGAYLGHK
Rac1 act GTP bind – GTP binding modulators of activated mutant Rac1, primary screen, biochemical, bead-based flow cytometry, multiplex, fluorescent GTP | GST-Rac1 activated beads; actives lie on both sides; 100% means binding = to untreated wells | percent activity (GTP binding), % at 10 µM | hit rate 0.11% among 190,000 | AID 764, 2007;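 active = GTP binding at least 20 percentage points away from the 100% baseline, in either direction, so actives lie on both sides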
Bfl-1 Bim block – inhibitors of Bim binding to Bfl-1, primary screen, biochemical, multiplexed, bead-based flow cytometry | Bcl-2-related protein A1 (Homo sapiens), Q16548 | Bim-Bfl-1 binding inhibition | inhibition, % at 10 µM | hit rate 0.12% among 190,000 | AID 1008, 2008;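 also: 0% = wells without compound plus tracer and 100% = blocker peptide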
HRas wt GTP – modulators of GTP binding to HRas wildtype, primary screen, biochemical, bead-based flow cytometry, multiplex | hit rate 0.14% among 190,000 | GTPase HRas (Homo sapiens), P01112 | GTP binding activity, % at 10 µM | GST-Ras wt beads, Bodipy-FL-GTP binding; actives lie on both sides;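 active = GTP binding activity at least 20% away from the 100% baseline, either lowered as inhibitor or raised as activator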;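 also: 0% = unlabeled GTP competition control and 100% = no-compound control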
Target sequence (P01112 whole entry, looked up): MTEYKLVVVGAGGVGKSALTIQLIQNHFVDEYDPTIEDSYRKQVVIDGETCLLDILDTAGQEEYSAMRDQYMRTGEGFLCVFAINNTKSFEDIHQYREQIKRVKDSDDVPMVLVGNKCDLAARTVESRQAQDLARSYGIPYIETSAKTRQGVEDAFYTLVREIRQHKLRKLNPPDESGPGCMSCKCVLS
Rab7 wt modul – modulators of GTP binding to Rab7, primary screen, biochemical, wildtype, multiplex bead flow cytometry. GST-Rab7 beads, fluorescent GTP binding; actives lie on both sides; untreated = 100%, excess cold GTP = 0%. GTP binding activity (percent of control), % at 10 µM. hit rate 0.055% among 190,000. Rab7 GTPase wild type (dog), Bodipy-FL-GTP binding;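 active = fluorescent GTP binding to Rab7 beads changed by at least 20 points from the 100% baseline, either direction, mostly lower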;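 also: median green fluorescence of bound Bodipy-FL-GTP per Rab7 bead population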
Bcl-W Bim block – inhibitors of Bim binding to Bcl-W, primary screen, biochemical, multiplexed, bead-based flow cytometry; hit rate 0.02% among 190,000; Bim peptide-Bcl-W binding; inhibition, % at 10 µM; AID 952, 2007;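 also: 0% = bound tracer without compound and 100% = peptide blocker; higher means less fluorescent Bim peptide bound to Bcl-W beads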
Target sequence (Q92843 whole entry, looked up): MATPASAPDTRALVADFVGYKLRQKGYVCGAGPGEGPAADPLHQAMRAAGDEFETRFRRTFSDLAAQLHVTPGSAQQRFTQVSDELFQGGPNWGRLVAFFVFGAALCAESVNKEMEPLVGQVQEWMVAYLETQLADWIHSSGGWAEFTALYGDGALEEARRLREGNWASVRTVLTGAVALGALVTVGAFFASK
Cdc42 wt – modulators of GTP binding to wildtype Cdc42, primary screen, biochemical, multiplex bead flow cytometry, Bodipy-GTP; GST-Cdc42 beads; actives lie on both sides; Cell division control protein 42 homolog (Homo sapiens), P60953; percent activity (GTP binding), % at 10 µM; hit rate 0.2% among 190,000;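 active = percent activity GTP binding at least 20 points away from the 100% baseline, either down as inhibitor or up as activator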;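 also: median bead fluorescence of bound Bodipy-FL-GTP at 100 nM; 0% = excess unlabeled GTP control and 100% = no compound control; below 100% means less GTP binding so inhibitor and above means activator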
Target sequence (P60953 whole entry, looked up): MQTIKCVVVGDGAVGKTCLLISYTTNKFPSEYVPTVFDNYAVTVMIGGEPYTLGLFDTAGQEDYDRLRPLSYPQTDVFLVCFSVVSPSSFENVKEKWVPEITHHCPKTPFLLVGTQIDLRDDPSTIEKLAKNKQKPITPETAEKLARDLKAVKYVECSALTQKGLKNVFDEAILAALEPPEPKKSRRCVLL
Bcl-B Bim block – inhibitors of Bim-Bcl-B binding, primary screen, biochemical, multiplexed, human Bcl-2 family | Bcl-2-like protein 10 (Homo sapiens), Q9HD36 | bead-based flow cytometry, Bim peptide-Bcl-B binding | inhibition, % at 10 µM | hit rate 0.073% among 190,000;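 also: 0% = tracer peptide without compound and 100% = reference inhibitor peptide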
Target sequence (Q9HD36 whole entry, looked up): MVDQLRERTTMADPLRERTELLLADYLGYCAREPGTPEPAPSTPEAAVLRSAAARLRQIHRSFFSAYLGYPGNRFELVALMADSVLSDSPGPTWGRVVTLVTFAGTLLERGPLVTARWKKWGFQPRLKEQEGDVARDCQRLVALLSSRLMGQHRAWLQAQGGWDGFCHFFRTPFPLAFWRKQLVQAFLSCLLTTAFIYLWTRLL
Rab2 wt GTP – modulators of GTP binding to Rab2A wildtype, primary screen, biochemical, dog, bead-based flow cytometry, multiplex; Ras-related protein Rab-2A (Canis lupus familiaris), P61105; GST-Rab2 wt beads, Bodipy-GTP binding; GTP binding activity, % at 10 µM; hit rate 0.19% among 190,000; AID 760, 2007;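 active = GTP binding activity at least 20 points away from 100%, either lowered or raised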;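 also: 0% = beads with excess unlabeled GTP and 100% = no-compound control corrected for plate trend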
Bim-Bcl-XL – inhibitors of Bim-Bcl-XL binding, primary screen, biochemical, multiplexed, bead flow cytometry, human Bcl-XL. Bcl-2-like protein 1 (Homo sapiens), Q07817. Bim peptide-Bcl-XL binding, fluorescence. inhibition, % at 10 µM. hit rate 0.04% among 190,000
* = called active by the depositor; · = not tested or not shown. Rule as the data show it, unless noted: active = inhibition above about 40%.

SMILES	Rac1 wt GTP bind	Bcl-2 Bim block	Rac1 act GTP bind	Bfl-1 Bim block	HRas wt GTP	Rab7 wt modul	Bcl-W Bim block	Cdc42 wt	Bcl-B Bim block	Rab2 wt GTP	Bim-Bcl-XL
CC(C)(C)OC(=O)NC(CCNC=C1C(=O)OC(C)(C)OC1=O)C(=O)O (stereo not given)	105	-5	100	-7	100	96	0	101	-4	102	-3
Cc1nn(Cc2ccc(Cl)c(Cl)c2)c(C)c1NC(=O)c1cc(-c2ccco2)on1	101	-7	97	-7	99	100	-4	100	-12	97	-4
CCCC(=O)n1nc(NCc2ccc(OC)cc2)nc1NCc1ccc(OC)cc1	91	2	93	5	96	107	-1	92	-2	99	-3
Cc1nn(Cc2ccccc2)c(Cl)c1C(=O)NCc1ccco1	99	-6	97	-6	102	98	-3	101	-3	103	-6
CCOC(=O)c1c(C=O)c(C)n(Cc2ccccc2Cl)c1C	90	-5	88	-9	92	88	-2	96	-8	89	-14
O=C(COc1ccc(Br)cc1)NCc1ccccn1	94	-2	96	-1	97	94	-3	96	-2	96	-5
COc1ccc(NC(=S)N2CCCN(Cc3cccc(Cl)c3)C2)cc1	97	-4	93	-7	97	103	-4	97	-7	102	-5
CNC(=S)Nc1ccc(OCc2ccccc2)cc1	97	-11	96	-7	97	106	-1	91	-4	98	-2
Cc1cc(C)c(NC(=S)N(CCc2ccncc2)C(C)C)c(C)c1	108	-2	99	-1	103	101	-4	99	-15	103	-5
CCOC(=O)C/C(C)=N/NC(=O)C1CC1(c1ccccc1)c1ccccc1 (stereo not given)	102	-5	99	-16	99	100	-3	99	-8	99	-9
Cc1ccc(NC(=S)NCC2CCCO2)cc1 (stereo not given)	99	0	96	-2	99	97	0	98	-1	97	0
CS(=O)(=O)N1CCN(C(=O)c2ccc(-c3ccccc3)cc2)CC1	102	-7	99	-11	101	100	0	102	-8	101	-4
O=C(c1ccc(NC(=S)Nc2ccc(Cl)c(Cl)c2)cc1)N1CCCC1	97	-7	95	-11	98	98	-5	99	-7	93	-7
CCC(c1nnnn1CCc1ccccc1)N1CCN(C(=O)c2ccco2)CC1 (stereo not given)	103	-1	101	0	103	99	-4	106	0	102	-4
COc1ccc2[nH]c(=O)c(CN(CCc3ccccc3)C(C)=O)cc2c1	102	-3	100	1	105	101	0	106	0	105	-2
CCN(CC)CCNc1c2c(c(C#N)c3nc4ccccc4n13)CCCC2	97	-12	95	-13	96	100	0	97	-9	97	-1
COC(=O)c1ccc(Oc2coc3cc(OCc4cnn(-c5ccccc5)c4)ccc3c2=O)cc1	104	9	101	6	105	100	9	107	16	106	1
Cc1ccccc1Nc1c(-c2ccncc2)nc2ccc(Br)cn12	101	0	99	0	103	103	-1	94	-1	100	0
Cc1cc(NC(=O)CSc2nc3ccccc3c(=O)n2-c2ccccc2)no1	104	-8	102	-9	103	105	3	103	-6	102	-2
Cc1cccc(OCCC(=O)Nc2cc(S(=O)(=O)N3CCCCC3)ccc2N2CCOCC2)c1	100	-4	96	0	99	93	-5	100	-1	99	-4
Cc1ccc2cc(CN(Cc3nnnn3C3CCCCC3)CC3CCCO3)c(=O)[nH]c2c1 (stereo not given)	95	0	95	-5	96	97	3	94	1	95	1
CC(NC(N)=O)C(=O)Nc1ccc(Cl)c(S(=O)(=O)Nc2ccc(Cl)cc2)c1 (stereo not given)	101	-4	95	-2	97	105	0	93	0	96	2
CCCn1c2c(c(O)c(C(=O)Nc3ncccc3O)c1=O)CCCC2	104	3	96	2	97	90	0	96	1	94	2
CCN1C(=O)N(c2ccc(Cl)cc2)C(C)=CC1(C)C	103	-1	97	0	102	96	-1	104	-1	99	0
O=C(COC(=O)c1ccc2c(c1)S(=O)(=O)N=C1CCCCCN12)NCCc1ccc(F)cc1	97	-1	96	-3	96	103	0	93	0	96	-2
CC1CCCCN1Cc1cnc(Cl)s1 (stereo not given)	92	-8	94	-9	94	95	-2	94	-10	94	-11
[O-]/C(=C(\C(=S)NCc1ccccc1)[n+]1ccccc1)c1ccc(Cl)s1	96	-1	94	0	95	99	1	95	-21	95	-5
Cc1cc2nc(C)c(Cl)c(=O)n2[nH]1	96	-1	96	-2	96	97	1	95	-4	96	1
CN(Cc1ccccc1)Cc1nc2c(c(=O)n(C)c(=O)n2C)n1Cc1ccccc1Cl	105	-5	101	-15	102	103	-1	104	-7	100	-1
COC(=O)C1=C(C)NC(=O)C1(NS(=O)(=O)c1ccc(C)cc1)C(F)(F)F (stereo not given)	103	-6	99	-5	99	100	-1	98	-6	98	-3
CCOc1ccc(N2C(=O)CS/C2=N/NC(=O)COc2ccc3ccccc3c2)cc1	103	-1	98	-5	103	105	-1	100	-6	100	-4
O=c1[nH]c(/C=C/c2ccccc2[N+](=O)[O-])nc2ccccc12	102	-8	101	-17	102	104	-7	104	-8	102	-7
O=C(Cn1cc(C(=O)c2ccco2)c2ccccc21)NC1CCCC1	102	-9	98	-6	100	100	-3	99	-6	97	-9
CCN(CC)CC(=O)Nc1ccc(Oc2ccc(NC(=O)CN(CC)CC)cc2)cc1	96	0	97	-1	97	94	0	93	-10	94	-2
CC1=C(C(=O)Nc2ccccc2)C2(CCCCC2)C(C#N)=C(SCC(N)=O)N1	107	-10	100	-22	101	102	-1	103	-9	100	-11
CNC(=O)c1cc(C)c(-c2ccccc2)s1	95	0	93	1	96	94	-2	98	0	93	-2
O=C(/C=C/c1ccccc1)NC(NC(=S)Nc1cccc(O)c1)C(Cl)(Cl)Cl (stereo not given)	100	9	96	14	98	98	0	101	6	95	2
CCCCS(=O)(=O)c1sc2nc(C)cc(C)c2c1N	98	-12	96	-16	99	98	-4	97	-7	96	-5
Cc1nc(-c2ccccn2)sc1C(=O)Nc1ccc(Cl)c(Cl)c1	102	-9	99	-14	100	101	1	99	-7	100	-7
COc1ccc(OC)c(Cc2nnc(CCC(=O)N3CCCCC3)o2)c1	99	-1	97	-3	98	104	-2	95	-1	98	-2

Record cards, from the list above. Order of screens: Rac1 wt GTP bind | Bcl-2 Bim block | Rac1 act GTP bind | Bfl-1 Bim block | HRas wt GTP | Rab7 wt modul | Bcl-W Bim block | Cdc42 wt | Bcl-B Bim block | Rab2 wt GTP | Bim-Bcl-XL
Results for `CCN(CC)CC(=O)Nc1ccc(Oc2ccc(NC(=O)CN(CC)CC)cc2)cc1` : 96 | 0 | 97 | -1 | 97 | 94 | 0 | 93 | -10 | 94 | -2
Results for `Cc1ccc(NC(=S)NCC2CCCO2)cc1` (stereo not given) : 99 | 0 | 96 | -2 | 99 | 97 | 0 | 98 | -1 | 97 | 0
Results for `O=c1[nH]c(/C=C/c2ccccc2[N+](=O)[O-])nc2ccccc12` : 102 | -8 | 101 | -17 | 102 | 104 | -7 | 104 | -8 | 102 | -7
Results for `O=C(Cn1cc(C(=O)c2ccco2)c2ccccc21)NC1CCCC1` : 102 | -9 | 98 | -6 | 100 | 100 | -3 | 99 | -6 | 97 | -9

Next section
SMILES	Rac1 wt GTP bind	Bcl-2 Bim block	Rac1 act GTP bind	Bfl-1 Bim block	HRas wt GTP	Rab7 wt modul	Bcl-W Bim block	Cdc42 wt	Bcl-B Bim block	Rab2 wt GTP	Bim-Bcl-XL
CCN(CC)CC(=O)N1CCCC(C(=O)c2ccccc2OC)C1 (stereo not given)	98	0	94	-2	95	96	2	96	-6	96	-4
COC(=O)c1c(F)c(F)c(NCCO)c(F)c1F	98	2	97	0	104	103	-1	100	-3	104	-6
CCOc1cc(/C=N/N=C(N)N)ccc1OCc1ccc(Cl)cc1	99	17	97	12	96	101	7	102	20	96	7
CN=c1scc(C)n1/N=C/c1ccc2c(c1)OCO2	99	-1	97	1	97	95	-3	97	-11	97	-1
O=[N+]([O-])c1ccccc1CNC1CCCCCC1	95	-4	95	-6	92	95	2	96	-1	96	0
CC1Cc2cc(/C(O)=C3/C(=O)C(=O)N(Cc4ccco4)C3c3cccs3)ccc2O1 (stereo not given)	102	-5	94	-8	101	100	3	88	-7	98	5
CC1CC(=O)Nc2ccccc2N1S(=O)(=O)c1ccc(Br)cc1 (stereo not given)	98	-2	97	-6	98	97	3	99	-3	97	5
O=C(NCCCN1CCOCC1)c1sc2cc([N+](=O)[O-])ccc2c1Cl	93	2	93	30	97	104	-4	94	-47	99	-11
CCOC(=O)CSc1nc2ccccc2c(=O)n1CC(C)C	97	-2	95	-5	96	98	0	93	1	95	-3
Cc1ccc2nc(NC(=O)C3CCCN(S(=O)(=O)c4cccc5nsnc45)C3)sc2c1 (stereo not given)	101	-3	100	-1	101	101	2	101	-4	102	0
CCNC(=S)Nc1cc(Cl)ccc1Oc1ccccc1	104	2	99	0	102	102	-1	101	0	98	0
CCn1c(COc2ccc(OC)cc2)nnc1SCC(=O)Nc1cc(OC)ccc1OC	96	-8	101	-10	101	98	0	100	-8	99	-4
O=c1cc(Cn2nnc(-c3ccc(Cl)cc3)n2)nc2sccn12	·	-13	·	-16	·	·	0	·	-9	·	-3
CCN1CCN(C(c2nnnn2Cc2ccc3c(c2)OCO3)C(C)C)CC1 (stereo not given)	103	-2	98	-2	97	93	-6	99	-9	98	-8
CCCc1nnc(NC(=O)CN2C(=O)c3ccccc3C2=O)s1	100	-7	96	-12	103	105	1	101	-9	103	-3
CN(C1CCCCC1)S(=O)(=O)c1ccc(NC(=O)c2ccco2)cc1	101	-6	99	-10	100	102	0	102	-6	102	-2
O=C(NCCCCNC(=O)C(F)(F)F)C(F)(F)F	95	-2	93	0	97	98	11	105	11	99	5
Cc1ccc(CC(=O)O/N=C(\N)c2cccc([N+](=O)[O-])c2)cc1	101	0	101	2	97	94	-2	98	-3	99	-3
COc1ccccc1N1CCc2c(C)nc3c(OC)cccc3c21	103	-3	101	0	104	96	1	104	0	105	-3
CCC(C)C(NC(C)=O)C(=O)NC(=O)NC(c1ccccc1)c1ccccc1 (stereo not given)	104	-5	99	-5	100	98	-1	101	-4	96	-2
COc1ccc(NC(=O)Nc2c(C)n(-c3ccccc3)c(=O)n2C)cc1OC	99	0	94	0	99	98	-2	97	-1	97	-3
CN(Cc1ccccc1)C(=O)CCc1ccccc1	105	-7	100	-2	102	98	-4	104	-11	98	-9
CCn1c(=O)c(C(=O)Nc2ccccn2)c(O)c2ccccc21	94	-4	92	-5	90	92	0	93	-6	91	-6
Clc1ccc(-n2nnnc2CN2CCOCC2)cc1Cl	98	-2	100	0	100	102	1	100	-2	101	0
O=C(OCC(=O)N1CCC(Cc2ccccc2)CC1)c1ccc[nH]c1=O	93	-13	93	-9	97	91	-1	96	-9	94	-3
CC(NC(=O)C(=O)NN=C1CCCCCCC1)c1ccccc1 (stereo not given)	103	-1	102	0	103	85	-1	106	1	103	2
